Screening data as filed in PubChem BioAssay.
TbPYK inhibitor – inhibitors of Trypanosoma brucei pyruvate kinase; Q57TT1; TbPYK enzyme, Kinase-Glo Plus ATP luminescence, 45 min; Potency, µM (series often up to 76.8 µM), without a hit: at the highest dose activity, negative = inhibition, actives largely listed as inhibitors; 410,000 tested, 0.12% active; note: potency is the fitted concentration of half-maximal effect; nearly all actives have a fitted effect of over 50% in size
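Quantitative HTS: titrated library compounds versus trypanosomal pyruvate kinase in TEA buffer (pH 7.2) containing KCl, MgCl2, BSA and Tween-20. Reactions were initiated with ADP, 130 uM final. Kinase-Glo Plus luminescence was read after 45 min at RT.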
HCMV inh – inhibitors of human cytomegalovirus. HFF cells, HCMV-luciferase reporter, 72 h; stronger effect = lower value. AID 1259415. activity change, negative = inhibition, % at 57.5 µM. 410,000 tested, 4.5% active; in the data active = activity change below about -60%; inconclusive = no clear call, values can overlap the other calls; inactive = above about -39%
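Compounds were evaluated in HFFs infected with an HCMV luciferase reporter virus (MOI 1 PFU/cell). Luciferase in lysates collected 72 h post infection served as the replication measure.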
AmpC no deterg – blocks E. coli AmpC beta-lactamase in detergent-free assay; AmpC nitrocefin hydrolysis, absorbance 480 nm, 0.0001% Triton; 330,000 tested, 0.52% active; P00811; Potency, µM (series often up to 57.1 µM), inactives show at the top dose activity change, negative = inhibition, actives largely listed as inhibitors;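 note: potency is the fitted concentration of half-maximal effect; plate controls were no compound for no effect and no enzyme for full effect; nearly all actives have a fitted effect of over 20% in size; some results filed as inactive show a strong effect at the top dose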
Target sequence (P00811 whole entry, looked up): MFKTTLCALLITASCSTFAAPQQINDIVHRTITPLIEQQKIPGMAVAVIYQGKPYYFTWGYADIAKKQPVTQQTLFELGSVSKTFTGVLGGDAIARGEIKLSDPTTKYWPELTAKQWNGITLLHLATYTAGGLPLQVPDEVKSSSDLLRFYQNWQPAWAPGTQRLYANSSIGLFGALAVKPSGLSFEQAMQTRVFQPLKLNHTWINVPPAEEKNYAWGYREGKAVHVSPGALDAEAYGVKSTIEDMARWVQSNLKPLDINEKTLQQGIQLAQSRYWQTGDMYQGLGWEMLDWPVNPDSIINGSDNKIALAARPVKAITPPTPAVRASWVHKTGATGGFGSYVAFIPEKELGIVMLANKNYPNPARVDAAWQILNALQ
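20 mM phosphate pH 7.0 + 0.01% (detergent screen) or 0.0001% Triton X-100; 5.3 nM AmpC reagent; cpd preinc 15 min RT; nitrocefin (800 uM stock) to start; A480 q20 s × 4 min; Activity was normalised to no-enzyme and no-compound control wells.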
LmPK inhibitor – blocks Leishmania mexicana pyruvate kinase activity; Q27686; purified LmPK, Kinase-Glo ATP luminescence, 1 h; Potency, µM (doses to about 57.5 µM), inactives show top-dose activity change, negative = inhibition, actives largely listed as inhibitors; 290,000 tested, 0.37% active; AID 1721; note: potency is the fitted concentration of half-maximal effect
Target sequence (Q27686 whole entry, looked up): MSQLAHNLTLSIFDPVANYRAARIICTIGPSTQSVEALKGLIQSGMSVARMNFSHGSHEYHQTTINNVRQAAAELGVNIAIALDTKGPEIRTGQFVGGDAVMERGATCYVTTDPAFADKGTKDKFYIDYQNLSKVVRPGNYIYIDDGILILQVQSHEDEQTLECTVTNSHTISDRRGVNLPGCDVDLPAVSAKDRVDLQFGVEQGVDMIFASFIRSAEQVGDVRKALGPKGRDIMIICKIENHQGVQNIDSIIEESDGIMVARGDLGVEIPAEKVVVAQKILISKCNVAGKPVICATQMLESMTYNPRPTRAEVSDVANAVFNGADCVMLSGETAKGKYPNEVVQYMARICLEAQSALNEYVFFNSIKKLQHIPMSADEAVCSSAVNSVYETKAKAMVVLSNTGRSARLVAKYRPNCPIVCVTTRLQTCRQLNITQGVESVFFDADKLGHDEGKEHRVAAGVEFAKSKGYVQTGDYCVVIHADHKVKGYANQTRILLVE
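Purified LmPK (0.1 nM) converted ADP (0.1 mM) to ATP with PEP (0.5 mM) in imidazole buffer pH 7.2 with KCl and MgCl2, 1 h at room temperature. ATP was read by Kinase-Glo luminescence; data normalized to uninhibited and no-enzyme controls.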
HCV inhibitor – HCV inhibition; Huh7.5.1 HCVcc-Cre infection, luciferase reporter, 44 h; Potency, µM (doses to about 41.8 µM), for inactives: at the top dose activity change, negative = inhibition, usual class: inhibitors; 340,000 tested, 3.4% active; AID 651820; note: potency is the fitted concentration of half-maximal effect
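Luciferase read-out (15 sec integration) after a 15 min room-temperature substrate step quantifies HCVcc-Cre infection. Cells, 1,000 per well, had compound added 4 h post-plating, then virus at ~0.5 moi, and were cultured 44 h.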
AmpC detergent – AmpC beta-lactamase inhibition with detergent present; 370,000 tested, 0.041% active; AmpC hydrolysis of nitrocefin, absorbance 480 nm, 0.01% Triton; P00811; Potency, µM (highest dose often 114 µM), for the others: top-dose activity change, negative = inhibition, most hits filed as inhibitors;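 note: potency is the fitted concentration of half-maximal effect; 0% = no-compound wells and -100% = no-enzyme wells; nearly all actives have a fitted effect of over 25% in size; some results filed as inactive show a strong effect at the top dose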
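AmpC (5.3 nM in the dispensed reagent) in 20 mM phosphate pH 7.0 with 0.01% (detergent screen) or 0.0001% Triton X-100 was preincubated with compounds for 15 min at room temperature. Nitrocefin was then added from an 800 uM solution, and hydrolysis was followed at 480 nm.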
AMA1-RON2 inh – inhibitors of Plasmodium falciparum AMA1-RON2 interaction; 360,000 tested, 0.2% active; Potency, µM (top dose mostly 58.2 µM), for the others: at the top dose activity change, negative = inhibition, actives largely listed as inhibitors; AID 720542; AlphaScreen AMA1-biotinylated RON2 peptide binding;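 note: potency is the fitted concentration of half-maximal effect; 0% = vehicle wells and -100% = peptide control; nearly all actives have a fitted effect of over 45% in size; some results filed as inactive show a strong effect at the top dose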
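AMA1 (3D7) with his tag at 25 nM final met compounds first, then biotinylated RON2 peptide at 25 nM; detection used donor plus acceptor beads, 10 µg/mL apiece, read by AlphaScreen after 30 min at room temperature.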
* marks the source's active call; other numbers are inactive results; ? = inconclusive; · = no result given; [ ] = dose if it differs, or a comment. Unless noted, calls come from the whole dose curve; as a rule, active = well fitted curve in the direction sought with a large enough effect; inconclusive = small, poorly fitted or top-dose-only effect, or another doubt; inactive = no such curve, though single readings can be large; an effect the other way counts as inactive or inconclusive. Unless noted, % is set by controls: 0 for no effect and ±100 for the full control effect. Compounds were not picked by outcome; about 7.5% have a hit in one of these screens.

SMILES	TbPYK inhibitor	HCMV inh	AmpC no deterg	LmPK inhibitor	HCV inhibitor	AmpC detergent	AMA1-RON2 inh
Cc1c(/C=C2\NC(=O)NC2=O)c2ccccc2n1C	0.1%	41.5	-13.0%	-1.3%	8.0%	?	-23.1%
CNc1ccc(S(=O)(=O)NCC(=O)OCC(=O)Nc2cccc(Cl)c2Cl)cc1[N+](=O)[O-]	-3.9%	-4.8	25.1µM*	-2.4%	-6.4%	-4.1%	22.7%
COC(=O)CN1C(=O)CSc2ccc(S(=O)(=O)Nc3cccc(Br)c3)cc21	0.6%	-31.2	·	·	·	3.6%	·
COC(=O)c1ccc(Cn2c(C)cc(C)[n+]2C)o1	-7.1%	24.5	-14.1%	-2.8%	2.0%	3.2%	0.0%
COc1ccc(S(=O)(=O)c2nnn(-c3ccc(C)c(Cl)c3)c2C)cc1	5.0%	-19.1	·	·	·	-1.5%	·
COc1ccc(CNC(=O)Cc2c(C)c3c(cc(C)c4c(C)c(C)oc43)oc2=O)cc1OC	1.0%	-0.1	·	·	·	21.6%	·
O=C(c1ccc(Cl)cc1)N1CCN(CCOc2ccccc2)CC1	9.2%	-10.4	82.3%[activator]	-5.3%	?	-6.9%	-6.9%
O=C(Cn1cnc([N+](=O)[O-])c1)Nc1ccc(F)c(Cl)c1	-6.8%	41.8	-28.4%	1.1%	6.8%	2.4%	19.4%
COc1ccc(COc2ncnc3ccc(Br)cc23)cc1F	2.1%	12.7	-5.7%	2.4%	0.7%	-1.3%	-5.1%
Cc1ccnc2nc(C(=O)OCC(=O)NC3CCCC(C)C3C)nn12 (stereo not drawn)	-14.5%	0.0	-8.7%	·	15.5%	?	-2.5%[11.6 µM]
O=C(COc1ncnc2ccccc12)NCc1ccco1	3.8%	-29.4	-5.7%	-0.6%	10.7%	3.1%	-11.6%
Cc1ccc(CN=c2c([N+](=O)[O-])nn(-c3ccc(Cl)cc3)n2O)cc1	-11.0%	-21.4	-27.7%	-0.8%	?	-12.5%	-4.4%
COc1cccc(-c2nc3ccccc3s2)c1O	-10.1%	91.9	-27.2%	-8.6%	?	-4.6%	-2.7%
COc1cc(/C=C(\NC(=O)c2ccccc2)C(=O)N2CC3CC(C2)c2cccc(=O)n2C3)cc(OC)c1OC (stereo not drawn)	1.1%	-2.4	35.2%	-2.4%	11.5%	6.6%	4.1%
O=C(CN1C(=O)CCSc2ccc(S(=O)(=O)N3CCCC3)cc21)NCc1ccccc1Cl	-0.8%	-38.4	-26.8%	-5.3%	-22.5%	-14.8%	-8.4%
Cc1cc(Cl)c2ccccc2n1	2.3%	-6.8	-20.6%	2.4%	12.9%	-5.6%	16.8%
CC(C)c1ccc(NC(=O)N2CCN(c3ccc(Cl)c(Cl)c3)CC2)cc1	1.9%	-79.3*	·	·	·	8.7%	·
CCOC(=O)N1CCN(C(=O)/C=C/c2ccc(OC)cc2)CC1	-1.7%	-32.8	-14.3%	3.0%	10.9%	?	6.5%
CCOc1ccc(CNC(=O)c2sc3nc(C)cc(C)c3c2-n2cccc2)cc1	-9.7%	13.3	·	·	·	-7.1%	·
O=C(CSc1nnc(Cc2cccs2)n1Cc1ccco1)Nc1ccc(Cl)cc1Cl	-3.1%	-19.8	-29.7%	0.6%	?	?	-5.3%
O=C(O)c1ccc2c(=O)n3c(nc2c1)/C(=C/c1ccccc1Br)CC3	0.0%	16.8	-2.1%	1.7%	20.1%	-7.4%	10.5%
CCNCc1cc(Cl)cc(OC)c1OC(C)C	-5.9%	-30.7	-16.7%	-0.3%	2.2%	3.6%	2.8%
S=C(NCCc1ccc(Cl)cc1)Nc1ccc(Cl)cc1Cl	9.5%	-19.8	-28.2%	0.6%	?	4.2%	67.6%[activator]
CCc1nnc(NC(=O)C2CC(=O)N(c3ccc(C)cc3)C2)s1 (stereo not drawn)	-14.9%	11.6	-11.8%	2.4%	3.6%	7.2%	10.8%
CCOC(=O)c1cc2c(N)c(C(=O)c3ccc(Br)cc3)sc2[nH]c1=O	-3.8%	33.0	-18.6%	2.7%	22.4%	-5.4%	-2.8%
c1ccc2c(c1)CCN(c1ncnc3nc[nH]c13)C2	-9.3%	15.1	-22.2%	-6.4%	1.3%	-6.7%	31.2%[activator]
Fc1ccc(CCNC(=S)Nc2ccc(F)c(Cl)c2)cc1	0.3%	-65.7*	-36.8%	7.1%	?	-4.3%	33.1%[activator]
O=C(Cc1ccc(Cl)cc1)NCCN1CCCC1	39.4%	14.1	-16.2%	-8.4%	3.0%	?	-3.6%
Cc1cc(C)cc(NC(=O)Cn2nnc(C(=O)NCc3cccs3)c2N)c1	3.3%	4.5	-38.6%	-5.9%	10.3%	0.4%	13.2%
Cc1ccccc1N1CCN(CC(=O)Nc2ccccc2C(=O)NC2CC2)CC1	-3.8%	0.0	-6.2%	·	?	-5.6%	6.5%

The closing 2 records of the part above are carried over, then new ones follow.
SMILES	TbPYK inhibitor	HCMV inh	AmpC no deterg	LmPK inhibitor	HCV inhibitor	AmpC detergent	AMA1-RON2 inh
Cc1cc(C)cc(NC(=O)Cn2nnc(C(=O)NCc3cccs3)c2N)c1	3.3%	4.5	-38.6%	-5.9%	10.3%	0.4%	13.2%
Cc1ccccc1N1CCN(CC(=O)Nc2ccccc2C(=O)NC2CC2)CC1	-3.8%	0.0	-6.2%	·	?	-5.6%	6.5%
Cc1cc(C)cc(NC(=O)CSc2ccc(-c3ccccn3)nn2)c1	-1.8%	-1.2	-5.1%	-0.5%	12.6µM*	0.9%	-1.5%
CCCN(CCC)CC(O)COc1ccccc1C(=O)Nc1ccccc1 (stereo not drawn)	-22.3%	-8.8	-28.7%	5.1%	-11.0%	7.1%	-11.6%
CCN1CCN(c2ccc(S(=O)(=O)N3CCOCC3)cc2NC(=O)c2ccc(F)cc2Cl)CC1	-0.9%	-15.9	100.6%[activator]	·	0.6%	-0.7%	-11.2%
O=C(NCc1cccs1)C1CCN(c2nccs2)CC1	-1.8%	24.5	89.7%[activator]	2.4%	-4.0%	?	0.0%
COC(=O)[C@H](CCSC)NS(=O)(=O)c1ccccc1Br	-1.2%	-24.2	-11.3%	4.9%	-9.5%	1.9%	-3.1%
Nn1cnnc1SCC(=O)Nc1ccc2c(c1)OCCO2	-16.0%	9.4	-8.9%	7.2%	1.1%	1.0%	-5.9%
O=C(CSCc1ccc(Cl)cc1)NCc1ccc2c(c1)OCO2	3.3%	?	·	3.6%	9.7%	0.3%	-16.0%
CN(Cc1ccccc1)c1nc2c(c(=O)[nH]c(=O)n2C)n1Cc1ccccc1F	4.7%	30.0	26.2%	1.1%	-8.2%	-1.5%	-10.1%
O=c1c2ccccc2c(C=Nc2ccc(S(=O)(=O)Nc3ncccn3)cc2)c(O)n1-c1cccc(Cl)c1	·	-6.7	-10.4%	6.0%	·	2.3%	·
CCOC(=O)c1sc(=S)n(CC)c1NC(=O)C1CC1	-4.7%	-14.0	-9.2%	-1.0%	-11.4%	?	-3.6%
Cc1nn(CC(=O)Nc2ccc3c(c2)nc2n3CCOC2)c(=O)c2ccccc12	12.0%	-5.1	-17.6%	-0.9%	21.0%	-2.0%	15.3%
CCOc1ccccc1N(CC)C(=O)c1cc2ccc3cccnc3c2[nH]1	-4.7%	36.8	·	·	·	-1.0%	·
CC(C)CCOc1ccc(C(=O)NCC(c2ccco2)N(C)C)cc1 (stereo not drawn)	0.9%	14.6	70.4%[activator]	1.6%	-13.8%	-0.4%	6.2%
O=[N+]([O-])c1ccc(O)c(-c2ccnc3cc(-c4ccccc4)nn23)c1	-0.3%	-77.8*	·	·	·	-4.7%	·
N#CC1=C(O)C(c2ccccc2)n2c1nc(=O)c1ccccc12 (stereo not drawn)	-8.6%	-9.5	-10.9%	-1.0%	6.4%	?	0.7%

Taken from above:
CN(Cc1ccccc1)c1nc2c(c(=O)[nH]c(=O)n2C)n1Cc1ccccc1F @ HCMV inh = 30.0
Cc1cc(C)cc(NC(=O)CSc2ccc(-c3ccccn3)nn2)c1 @ LmPK inhibitor = -0.5%

(list continues)
SMILES	TbPYK inhibitor	HCMV inh	AmpC no deterg	LmPK inhibitor	HCV inhibitor	AmpC detergent	AMA1-RON2 inh
O=C(COC(=O)c1cccc(F)c1)NCCC1=CCCCC1	-4.2%	-10.5	-13.4%	·	17.4%	·	-11.5%
Cc1ccc(C2NC(=S)NC3=C2N2CCC3CC2)cc1 (stereo not drawn)	6.3%	12.6	-1.4%	0.0%	8.8%	-10.1%	-0.3%
N#C/C(=C\c1ccc[nH]1)S(=O)(=O)c1ccccc1	-0.9%	-33.3	-42.8%	2.3%	12.9%	3.1%	-6.3%
Cc1sc(NC(=O)CCCC(=O)O)c(C#N)c1C	-22.3%	28.1	-10.6%	-0.7%	13.6%	?	0.0%
CCN(CC(=O)Nc1ccc(NC(C)=O)cc1)C(=O)COc1ccc2ccccc2c1	1.2%	0.4	-15.2%	·	-9.8%	?	-10.5%
Cc1ccc(OCC(=O)NCCNC(=O)c2ccccn2)cc1	5.5%	-21.8	-11.1%	2.2%	1.4%	?	6.5%
CC(C)(C)c1ccc(C(=O)NNC(=O)CCC(=O)Nc2ccccc2)cc1	4.9%	16.5	-9.2%	-6.6%	12.8%	0.2%	99.0%[activator]
COc1cc(CN(C(=O)Nc2ccccc2)c2ccccn2)cc(OC)c1OC	4.3%	8.8	·	·	·	-4.6%	·
O=C(Nc1nnc(CCc2ccccc2)s1)c1cccs1	-8.8%	38.2	26.6%	-5.2%	15.0%	-14.1%	-0.3%
O=C(N1CCCCCC1)N1CCN(C(=O)N2CCCCC2)CC1	-7.7%	-3.7	0.0%	-7.4%	30.0%[activator]	-2.5%	3.8%
CCOC(=O)C1=CCN(S(=O)(=O)c2ccccc2C)C1c1ccc(Cl)cc1 (stereo not drawn)	3.0%	?	·	·	·	·	11.4%
O=C(Cc1cccc2ccccc12)Nc1nc(-c2cccc([N+](=O)[O-])c2)cs1	-8.0%	-14.3	-13.3%	2.7%	-10.1%	-5.0%	-2.7%
O=C(CSc1ccccc1F)NC(=O)NC1CCCC1	-1.5%	23.5	·	·	·	·	-7.1%
Cc1ccc(S(=O)(=O)NCC(=O)OCC(=O)N2CCc3ccccc32)cc1	-6.7%	-5.7	-7.7%	-3.1%	24.1%	?	-19.4%
CC1(C)CC(=O)C2=C(C1)N(CCN1CCOCC1)C1=C(C(=O)CC(C)(C)C1)C2c1cccc(Cl)c1	-3.5%	-37.8	92.8%[activator]	5.2%	-13.6%	-11.8%	3.0%
